From PubChem BioAssay
STK33 inh: inhibitors of purified STK33 kinase, primary screen, biochemical, ADP-Glo luminescence, homogeneous, cell-free. 320,000 compounds, 0.073% hits. Serine/threonine-protein kinase 33 (Homo sapiens), Q9BYT3. MBP phosphorylation. AID 2661, 2010. inhibition, % at 10 µM;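 active = inhibition at or above 25%, using the most active replicate where run in duplicate; inactive = inhibition below 25%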
Target sequence (Q9BYT3 whole entry, looked up): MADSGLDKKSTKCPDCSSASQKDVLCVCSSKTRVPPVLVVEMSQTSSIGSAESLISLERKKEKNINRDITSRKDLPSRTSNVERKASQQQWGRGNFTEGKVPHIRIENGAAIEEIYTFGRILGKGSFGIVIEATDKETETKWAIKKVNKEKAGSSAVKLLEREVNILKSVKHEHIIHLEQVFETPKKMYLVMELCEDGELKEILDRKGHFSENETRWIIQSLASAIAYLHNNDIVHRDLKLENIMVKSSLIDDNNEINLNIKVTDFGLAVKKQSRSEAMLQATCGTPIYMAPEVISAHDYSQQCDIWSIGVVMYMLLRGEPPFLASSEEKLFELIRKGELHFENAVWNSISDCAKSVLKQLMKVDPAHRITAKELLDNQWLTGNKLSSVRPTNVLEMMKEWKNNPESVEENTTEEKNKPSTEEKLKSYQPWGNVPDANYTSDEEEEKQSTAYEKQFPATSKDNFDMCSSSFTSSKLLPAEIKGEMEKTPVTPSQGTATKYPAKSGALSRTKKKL
OX1R antag-1: OX1R (HCRTR1) antagonists, primary screen, fluorescence, CHO/OX1R cells, Fluo-8 calcium, orexin A | Orexin/Hypocretin receptor type 1 (Homo sapiens), O43613 | Fluo-8 calcium fluorescence | inhibition, % at 5 µM | 330,000 compounds, 0.43% hits | AID 434989, 2010;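 active = inhibition above its plate's threshold, mean inhibition of all tested compounds on the plate plus 3 SD, cut at about 37% in these data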;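 note: 0% = orexin A challenge wells and 100% = SB-334867-A antagonist wells; not every result past the cut was called active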
Target sequence (O43613 whole entry, looked up): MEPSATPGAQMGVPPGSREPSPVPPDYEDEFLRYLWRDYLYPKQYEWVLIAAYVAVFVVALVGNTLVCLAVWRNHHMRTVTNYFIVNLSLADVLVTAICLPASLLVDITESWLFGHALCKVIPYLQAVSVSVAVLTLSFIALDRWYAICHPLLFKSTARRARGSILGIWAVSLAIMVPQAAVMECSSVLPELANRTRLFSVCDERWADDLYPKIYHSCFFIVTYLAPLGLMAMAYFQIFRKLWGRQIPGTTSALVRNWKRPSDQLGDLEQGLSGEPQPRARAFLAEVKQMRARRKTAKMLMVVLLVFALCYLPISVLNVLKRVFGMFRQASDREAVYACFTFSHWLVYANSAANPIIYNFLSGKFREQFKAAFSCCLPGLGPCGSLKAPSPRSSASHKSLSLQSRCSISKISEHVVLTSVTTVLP
OX1R antag-2: antagonists of human orexin 1 receptor (OX1R). OX1R-expressing cells, FRET antagonist read-out. AID 485270, 2010. inhibition, % at 6.6 µM. 330,000 compounds, 1.8% hits; in the data active = inhibition mostly above about 38%, no sharp cut-off; inactive = mostly below about 40%;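 note: 0% = agonist challenge alone and 100% = reference antagonist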
* = called active by the depositor; . = no result given.

STK33 inh	OX1R antag-1	SMILES	OX1R antag-2
-0.8	-32	CCOc1cc(/C=N\NC(=O)c2ccc(NC(=O)CC)cc2)ccc1OC(=O)c1ccccc1	6
-0.5	-17	COc1ccc(C2Nc3ccccc3NC3=C2C(=O)CC(C)(C)C3)cc1O (stereo not drawn)	21
0.1	-2	C/C=C(\C)C(=O)NNC(=O)c1sc(-c2ccccc2)nc1C	13
-0.7	-12	O=c1[nH]c2ccc(S(=O)(=O)N3CCCCC3)cc2s1	9
-0.3	-23	NS(=O)(=O)c1ccc(CCNC(=O)C(=O)NCC2OCCN2S(=O)(=O)c2ccc(F)cc2)cc1 (stereo not drawn)	9
-0.4	-16	Cc1oc(-c2cccc(Cl)c2)nc1CS(=O)(=O)CC(=O)NCCN1CCOCC1	12
0.6	-14	CC(NC(=O)/C(C#N)=C/c1ccc(C(=O)O)cc1)c1ccccc1 (stereo not drawn)	16
-0.5	-12	COc1ccc(C(=O)Oc2cccc(/C=N/NC(N)=S)c2)cc1	18
-1.4	-9	Cc1ccc(-n2c(C)csc2=N)cc1	5
-0.6	-8	C[C@@H]1COC(=O)[C@H](CC(=O)OC(C)(C)C)C/C=C\C[C@H](CC(=O)NCCO)C(=O)N1	3
1.5	-19	COc1ccc2cc1Oc1ccc(cc1)CC1c3c(cc(OC)c4c3Oc3cc5c(cc3O4)CCNC5C2)CCN1C (stereo not drawn)	14
0.3	-2	Oc1ccc(N=Nc2nc(-c3ccccc3)c(-c3ccccc3)[nH]2)cc1	27
0.6	-11	CN(C)c1ccc(C(=O)Nc2nc3c(s2)CCCC3)cc1	52*
0.5	5	COC(=O)CN1C(=O)S/C(=C/c2ccc(N3CCCCC3)o2)C1=O	12
-0.8	-5	COc1ccc(C2CC(c3cccs3)=Nc3ccccc3S2)cc1 (stereo not drawn)	2
-2.1	-19	Cc1cc(Cl)ccc1NC(=S)NC1CCCC1	-9
-2.2	6	CCc1sc(C(=O)N2CCN(C(=O)c3ccccc3)CC2)cc1C	3
-1.6	-13	Cc1cccc(NC(=O)CCNS(=O)(=O)c2ccc(Cl)cc2)c1	11
-2.3	-5	Oc1ccc(CNc2ccccc2O)cc1	31
1.1	-19	CCC(C)/C(C)=N/Nc1ccc(S(N)(=O)=O)cc1[N+](=O)[O-] (stereo not drawn)	76*
0.4	-16	NC(=O)NOCc1ccccc1	23
-1.4	-12	CCN(CC(=O)Nc1c(F)cccc1F)C(=O)C1CCN(C(=O)c2ccc(F)cc2)CC1	14
-2.1	-31	O=C(NC1CCN(Cc2ccccc2)CC1)C1CCN(S(=O)(=O)c2ccc(Cl)cc2)CC1	27
-0.4	-15	COc1ccc(N=C2SC(CC(=O)Nc3ccc(F)cc3)C(=O)N2Cc2ccco2)cc1 (stereo not drawn)	9
-0.6	-16	CN1C(=O)c2cccc3c(S(=O)(=O)N(C)C)ccc1c23	13
-1.3	-44	CCC(=O)N(CCc1ccccc1C)Cc1cc2ccc(C)cc2[nH]c1=O	9
-1.3	-19	O=C(NNC(=O)c1sc2ccccc2c1Cl)Nc1ccc(Cl)cc1	12
0.6	-28	Cc1cccc(NC(=O)c2sc(C)nc2C)c1	14
-1.1	13	COc1ccc(CNC(=O)CSc2n[nH]c(N)n2)cc1	15
-1.5	-17	O=C(CC1SC(=Nc2ccccc2)N(CCCCO)C1=O)NCc1ccccc1 (stereo not drawn)	22
-0.9	-21	COc1ccc(NC(=O)COC(=O)c2cc(OC)c(OC)c(OC)c2)c([N+](=O)[O-])c1	27
-2.1	-5	CC(C)C(NC(=O)c1cccnc1)C(=O)O (stereo not drawn)	14
0.0	-4	Cc1nnc2n1N=CC=C(c1ccccc1)S2	54*
-2.1	3	CC[C@H](NC(=O)c1c(C)c(-c2ccccc2)nc2ccccc12)c1ccccc1	16
-1.6	-22	CCOC(=O)N1CCC(c2cc(=O)n(-c3ccccc3)[nH]2)CC1	8
0.0	-31	COc1ccc2oc(C(=O)OCC(=O)N3CCCCC3)c(C)c2c1	16
1.6	30	C/C(=N/NC(=O)c1ccncc1)c1cc2ccc(O)cc2oc1=O	49
-1.3	-7	Oc1c(Cl)cc(Cl)cc1/C=N/NC(=S)NC1CC2C=CC1C2 (stereo not drawn)	12
-1.4	-1	O=C(O)CCSCC(=O)Nc1c(C(=O)C2CC2)oc2ccccc12	5
2.0	-20	COc1cc2c(cc1OC)C1(Nc3c-2c(C)nn3-c2ccccc2)C(=O)Nc2ccccc21 (stereo not drawn)	19
0.1	-35	COC(=O)c1cc(C(=O)c2c(C)cc3ccccn23)cc([N+](=O)[O-])c1	30
-0.2	3	COC(=O)Cn1c(C)c(C#N)c2ccccc21	8
1.6	-12	O=C(NC1CCCc2ccccc21)C1CCN(S(=O)(=O)c2cnc[nH]2)CC1 (stereo not drawn)	-4
0.6	13	Cc1ccc(NS(=O)(=O)c2ccc(-c3ccc(=O)[nH]n3)o2)cc1N(C)C	18
-1.2	-46	CN(CC(=O)Nc1ccc(F)cc1[N+](=O)[O-])Cc1ccccc1	-2
-0.4	-11	Cc1nn(C)cc1CN(C)C(=O)c1ccc(OC2CCN(Cc3ccccn3)CC2)cc1	-6
-1.2	-15	O=C(Cc1cccs1)N1CCN=C1SCc1cccc(F)c1	11
0.0	-29	Cc1ccc(/C=N/Nc2ccc(F)cc2)s1	1
-0.5	-6	N/C(=N\c1nc2ccccc2o1)NC(=O)c1cccc(Cl)c1	14
-0.9	-1	O=C(CCC(=O)c1cccs1)OCC(=O)c1ccc(Cl)s1	22
-0.3	-4	CCc1ccc(C2NC(=O)c3ccccc3O2)cc1 (stereo not drawn)	-4
0.5	-32	COc1cccc2c(=O)n(CC(=O)Nc3ccccc3F)ccc12	13
0.1	44*	O=C(Nc1nccs1)C1CCCN1S(=O)(=O)c1ccc(F)cc1 (stereo not drawn)	75*
-0.9	5	CC1CN(S(=O)(=O)c2cccc(C(=O)NCCc3ccc(S(N)(=O)=O)cc3)c2)CC(C)O1 (stereo not drawn)	1
-0.6	2	c1ccc2c3nnc4n(c-3nc2c1)CCCS4	27
0.6	-33	CCc1ccccc1NC(=O)CN(C)C(=O)CSc1nn(-c2ccccc2)c(=S)s1	11
-1.6	-8	COC(=O)c1cc(S(=O)(=O)N2CCCC(C)C2)c[nH]1 (stereo not drawn)	9
-0.4	-42	CN(N)c1nc(C(F)(F)F)nc2ccccc12	16
-0.7	-35	COc1ccc(OC)c(/C=N\NC(=O)CSc2nnc(CCCc3ccc(OC)c(C)c3)o2)c1	3
-0.1	-7	CC1(C)CC(CCC(=O)NC(=S)Nc2ccccc2Cl)C(=O)O1 (stereo not drawn)	-2

Continued (six carried over from the part before).
STK33 inh	OX1R antag-1	SMILES	OX1R antag-2
-0.6	2	c1ccc2c3nnc4n(c-3nc2c1)CCCS4	27
0.6	-33	CCc1ccccc1NC(=O)CN(C)C(=O)CSc1nn(-c2ccccc2)c(=S)s1	11
-1.6	-8	COC(=O)c1cc(S(=O)(=O)N2CCCC(C)C2)c[nH]1 (stereo not drawn)	9
-0.4	-42	CN(N)c1nc(C(F)(F)F)nc2ccccc12	16
-0.7	-35	COc1ccc(OC)c(/C=N\NC(=O)CSc2nnc(CCCc3ccc(OC)c(C)c3)o2)c1	3
-0.1	-7	CC1(C)CC(CCC(=O)NC(=S)Nc2ccccc2Cl)C(=O)O1 (stereo not drawn)	-2
-0.2	-2	O=S(=O)(Nc1ccc(O)c(NS(=O)(=O)c2ccccc2)c1)c1ccccc1	32
-0.2	-20	CCNc1nc(NCC)nc(Oc2ccc(C(=O)OC)cc2)n1	11
-0.4	-5	O=C1/C(=C/c2cccnc2)SC(=S)N1c1ccc(F)cc1	14
0.0	-31	CC(C)c1nnc(NC(=O)Cc2ccc(Br)cc2)s1	-2
-0.1	-23	COc1ccc(OCCCC(=O)Nc2cc([N+](=O)[O-])ccc2C)cc1	29
-1.8	-34	COc1cc(OC)c(NC(=S)Nc2cccc(C(C)=O)c2)cc1Cl	19
-1.4	-24	CCc1nc(SCC(=O)OC)c2c3c(sc2n1)COC(C)(C)C3	7
-2.4	-6	CC(=O)c1cccc(CN2CCN(CCC(C)C)C(CCO)C2)c1 (stereo not drawn)	3
-0.1	12	O=C(CCS(=O)(=O)Cc1ccccc1)NCCc1ccccc1	5
-2.3	-14	CCOC(=O)CSCC(=O)Nc1nnc(-c2cccc([N+](=O)[O-])c2)s1	22
.	-6	Cc1ccc(S(=O)(=O)N2CCCN(S(=O)(=O)c3ccccc3Br)CC2)cc1	16
0.9	-6	O=c1cnc2ccccc2n1Cc1ccc(Br)cc1	26
0.1	-10	NS(=O)(=O)c1ccc(CCNCc2cc(Cl)ccc2OCc2ccccc2)cc1	5
8.1	-6	COC(=O)c1n[nH]nc1-c1ccccc1	4
-0.7	-8	COc1ccccc1OCCC(=O)Nc1cccc(S(=O)(=O)N2CCOCC2)c1	7
-1.4	-38	Cc1ccc2[nH]c(C(=O)NCCN3CCCC3)cc2c1	-6
-0.2	-19	COc1ccc(OC)c(NC(=O)c2ccc(CN3CCOCC3)cc2)c1	12
-0.4	-30	CCC(C)[C@H]1CNCCN1CCc1cccc2ccccc12 (stereo partly drawn)	6
-0.3	3	C=CCNC(=O)c1ccc(N(Cc2ccc(Cl)cc2)S(C)(=O)=O)cc1	3
-0.1	-8	COc1ccc(S(=O)(=O)NC(C)C(=O)NC2CC2)cc1C (stereo not drawn)	9
0.5	-31	COc1ccc(CCNC(=O)CCC(=O)NC2CCCC(C)C2C)cc1OC (stereo not drawn)	1
-0.2	-27	Cc1cccc(NC(=O)C2CCCN(c3ncnc4c3nc3n4CCCCC3)C2)n1 (stereo not drawn)	-1
-1.8	-21	COc1ccc(NC(=O)CSc2nnc(-c3ccncc3)n2CC2CCCO2)c(OC)c1 (stereo not drawn)	14
-0.6	-6	CCOC(=O)/C(C#N)=N/Nc1ccccc1C#N	10
-0.6	-34	Cc1nn(-c2ccccc2)c(C)c1C(=O)OCC(=O)NC12CC3CC(CC(C3)C1)C2	4
-2.3	-20	C=CCN1C(=O)c2ccc(C(=O)N(CCC)CC(=O)Nc3ccccc3C)cc2C1=O	17
0.3	-18	COC(=O)CN1C(=O)N(c2ccccc2)C(N(O)C(=O)Nc2ccccc2)C1(C)C (stereo not drawn)	18
-1.5	-4	NS(=O)(=O)c1ccc(N2CCCC2=O)c([N+](=O)[O-])c1	21
.	-7	CCC(C)C(NC(=O)c1ccccc1)C(=O)Nc1ccc(S(=O)(=O)Nc2cc(C)nc(C)n2)cc1 (stereo not drawn)	2
-5.1	-8	COCCN(CCOC)S(=O)(=O)c1ccc(NC(=O)c2cnccn2)cc1	-7

The list goes on, starting with the last 6 of the part before.
STK33 inh	OX1R antag-1	SMILES	OX1R antag-2
-0.6	-34	Cc1nn(-c2ccccc2)c(C)c1C(=O)OCC(=O)NC12CC3CC(CC(C3)C1)C2	4
-2.3	-20	C=CCN1C(=O)c2ccc(C(=O)N(CCC)CC(=O)Nc3ccccc3C)cc2C1=O	17
0.3	-18	COC(=O)CN1C(=O)N(c2ccccc2)C(N(O)C(=O)Nc2ccccc2)C1(C)C (stereo not drawn)	18
-1.5	-4	NS(=O)(=O)c1ccc(N2CCCC2=O)c([N+](=O)[O-])c1	21
.	-7	CCC(C)C(NC(=O)c1ccccc1)C(=O)Nc1ccc(S(=O)(=O)Nc2cc(C)nc(C)n2)cc1 (stereo not drawn)	2
-5.1	-8	COCCN(CCOC)S(=O)(=O)c1ccc(NC(=O)c2cnccn2)cc1	-7
-0.8	-13	O=C(NC1CC1)c1nc2c(nnn2Cc2ccccc2Cl)c(=O)[nH]1	-2
-1.0	-11	Cc1oc(-c2ccccc2Cl)nc1CN1CCCC1c1ccc(F)cc1 (stereo not drawn)	15
-1.0	-6	CC1(NC(=O)C2CCCCC2)CCS(=O)(=O)C1 (stereo not drawn)	8
-1.7	-33	CCN(CC(=O)NCc1ccc(Cl)cc1)C(=O)c1cnc(Cl)c(Cl)c1	7
1.8	-3	Cc1nc(N)sc1C(=O)N/N=C/c1ccco1	15
-0.2	-28	CCOC(=O)c1c(C)[nH]c(C(=O)OCc2csc(CC(=O)Nc3ccccc3C)n2)c1C	16
-1.2	-27	CC(C)n1nnnc1SCC(=O)N1CCN(Cc2ccc3c(c2)OCCO3)CC1	4
-0.5	-28	CC(C)CCNC(=O)C(C)N(C(=O)Cn1nnc(-c2ccc(F)cc2)n1)C1CCCC1 (stereo not drawn)	10
-0.6	-7	Cc1ncc(CN2CCC(N3CCC(C(=O)N4CCCC4)CC3)CC2)s1	12
0.0	-27	COc1ccc(C)cc1S(=O)(=O)N(CC(=O)NC1CCCC1)c1ccc(F)cc1	6
